# Bioassay records deposited in PubChem BioAssay by University of Kansas High Throughput Screening Laboratory.
# mHTT CaM bind: mHTT-calmodulin interaction abrogation; P42858; AlphaScreen His-mHTT/GST-CaM binding, luminescence; inhibition, % at 15 µM; 3.6% of 190,000 active;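 further: 0% = both proteins with DMSO and 100% = one protein alone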
# Pf apPOL inh: Pf-apPOL DNA polymerase inhibition; Recombinant Pf-apPOL, molecular beacon fluorescence, 1.5 h; 0.25% of 210,000 active; inhibition, % at 10 µM; AID 1794808
# Active calls of the source: *; / = no result given; & = joins results of further samples. No stated cut-off is given here; in the data, active means inhibition above about 50%; inactive means the rest.
SMILES,mHTT CaM bind,Pf apPOL inh
O=C(COc1ccccc1)N1CCC(COc2ccc(C(=O)N3CCCC3)cc2)CC1,4,-5
Cc1nc(N)nc(OCC(F)(F)C(F)F)c1Br,-12,-6
O=C(c1cnn(-c2ccccc2)c1C(F)(F)F)N1CCN(c2ccnc3cc(Cl)ccc23)CC1,/,-15
O=c1nc(SCc2c(F)cccc2Cl)c2c(n1Cc1ccco1)CCC2,-5,-3
Cc1cc(C(F)(F)F)cc(NNC(=O)NC(=O)c2ccccc2Cl)n1,/,-4
O=C(NC1CCCCC1)C1CCN(c2cnn(Cc3ccccc3)c(=O)c2)CC1,5,-2
Cc1cccc(C)c1NC(=O)c1ccc(I)cc1,-10,-7
O=C(Nc1cc([N+](=O)[O-])ccc1Cl)c1cc(Br)ccc1Cl,2,6
Cc1cc(C)c(OCCOCCN2CCNCC2)c(C)c1,4,-12
CCCNc1cc(N2CCC(CCC(=O)N3CCN(C4CCCCC4)CC3)CC2)ncn1,2,-6
Cc1nc2c(C(=O)NC3CCCCC3C)cnn2c(C)c1Cc1ccccc1F (stereo not drawn),11,-13
N#Cc1ccc(S(=O)(=O)N2CCC(c3noc(-c4ccccc4)n3)CC2)cc1,-6,-5
Cc1nc(C)c(Cc2cccc(F)c2)c(N2CCN(C(=O)C3CCC3)CC2)n1,3,-3
CSC1=N/C(=C\c2ccccc2F)C(=O)S1,2,1
O=C(Cc1ccccc1)NC1CCN(C(=O)Cc2ccccc2)CC1,/,-17
CC(=O)N(C)c1ccc(NC(=O)CCCc2ccccc2)cc1,-1,-1
Cc1ccc(N2C(=O)CCC2=O)cc1,/,14
COC(=O)c1c(C)oc(C)c1S(=O)(=O)NCc1ccc2c(c1)OCO2,/,-8
COC(=O)C(C)NC(=O)N1CCC2(CC1)Nc1ccccc1-n1cccc12 (stereo not drawn),55*,3
COc1ccc(OCC(=O)Nc2ccc(S(=O)(=O)Nc3ccc(F)cc3)cc2)cc1,4,-8
O=C(C1CCC1)N1CCN(c2nc3c(s2)CC(C(=O)N2CCCCC2)CC3)CC1 (stereo not drawn),-5,3
O=C(NCc1ccc(F)cc1)C1CCN(S(=O)(=O)N2CCC3(CC2)OCCO3)CC1,-1,-13
COc1cccc(CC(=O)Nc2nnc(C3CC(=O)N(c4ccccc4)C3)o2)c1 (stereo not drawn),87*,-3
COc1ccc2cc(C(=O)Nc3ccccc3)c(=Nc3cccc(F)c3)oc2c1,4,1
CC(C)(C)c1csc(NC(=O)c2cccc(F)c2)n1,-19,2

# A different layout for 7 compounds above.
# Every second line gives: mHTT CaM bind	Pf apPOL inh
> O=C(NCc1ccc(F)cc1)C1CCN(S(=O)(=O)N2CCC3(CC2)OCCO3)CC1
  -1	-13
> CSC1=N/C(=C\c2ccccc2F)C(=O)S1
  2	1
> Cc1cccc(C)c1NC(=O)c1ccc(I)cc1
  -10	-7
> O=C(Nc1cc([N+](=O)[O-])ccc1Cl)c1cc(Br)ccc1Cl
  2	6
> COc1ccc(OCC(=O)Nc2ccc(S(=O)(=O)Nc3ccc(F)cc3)cc2)cc1
  4	-8
> O=C(C1CCC1)N1CCN(c2nc3c(s2)CC(C(=O)N2CCCCC2)CC3)CC1 (stereo not drawn)
  -5	3
> O=C(c1cnn(-c2ccccc2)c1C(F)(F)F)N1CCN(c2ccnc3cc(Cl)ccc23)CC1
  /	-15

# Reformatted with bars between the fields: 3 of the compounds above
molecule | mHTT CaM bind | Pf apPOL inh
O=C(Nc1cc([N+](=O)[O-])ccc1Cl)c1cc(Br)ccc1Cl | 2 | 6
Cc1cc(C)c(OCCOCCN2CCNCC2)c(C)c1 | 4 | -12
CCCNc1cc(N2CCC(CCC(=O)N3CCN(C4CCCCC4)CC3)CC2)ncn1 | 2 | -6

# (cont.)
SMILES,mHTT CaM bind,Pf apPOL inh
Cc1ccc(C2=NC3(CCN(CC(=O)Nc4ccc(F)cc4)CC3)NC2=O)cc1,2,3
CCn1c(CC2CCN(C(=O)c3nccc4ccccc34)C2)nc2cccnc21 (stereo not drawn),7,-4
Cc1nc(-c2noc(-c3ccccc3Cl)n2)c(C(F)(F)F)o1,/,2
CC1=N/C(=C\c2ccc([N+](=O)[O-])cc2)C(=O)N1c1ccc(C)c(Cl)c1,17,-47
CN(C)c1ccc(C(=O)NNC(=O)C=Cc2ccc3c(c2)OCO3)cc1,/,16
OCCNCCOc1ccc(Br)cc1,-3,-5
COc1cc(OC)cc(N2CCN(C(=O)c3cccc(F)c3)C(C)C2=O)c1 (stereo not drawn),-5,-3
COc1cc(/C=C2/NC(=O)NC2=O)c(Br)cc1OCc1ccccc1,18,-3
COc1ccccc1/C=C1N=C(/C=C/c2cccc(Cl)c2Cl)OC\1=O,4,1
O=C(C1=C(O)C(=O)N(CCCn2ccnc2)C1c1ccncc1)c1ccco1 (stereo not drawn),0,8
COc1ccc(C2=CC(c3ccccc3C)n3ncnc3N2)cc1 (stereo not drawn),7,-7
CC(C)(Oc1ccc(Cl)cc1)C(=O)N1CCN(Cc2ccc3c(c2)OCO3)CC1,42,-3
Cc1ccnc(N2CCC(C(=O)Nc3ccc(C)c(C)c3)CC2)n1,-4,5
Cc1nc(C)n(CC(=O)c2ccc(Cl)cc2Cl)n1,-1&-1,-1&-6
COc1ccc(C(C)NC(=O)C2CCN(Cc3cn(C)c4ccccc34)CC2)cc1OC (stereo not drawn),-3,-1
COc1ccc(C(=O)Nc2sc3c(c2C(N)=O)CCCC3)cc1[N+](=O)[O-],-2,-1
C=CCNc1nnc(-c2ccc(Cl)cc2)s1,-6,-7
COc1ccc(-c2coc3c4c(ccc3c2=O)OCN(Cc2ccco2)C4)cc1OC,1,-4
CC(C)(C)NS(=O)(=O)c1cccc2cccnc12,0&2,-2&-2
O=C1OC(c2ccc(Br)o2)=N/C1=C/c1cccc(Cl)c1Cl,-3,-2
N#CSC(CS(=O)(=O)c1ccc([N+](=O)[O-])cc1)c1ccccc1 (stereo not drawn),62*,-10
Cc1ccc(OCC(O)CN2CCN(CC(O)COC(C)C)CC2)c(C(C)(C)C)c1 (stereo not drawn),10,-2
CCCc1[nH]n(-c2ccc(F)cc2)c(=O)c1C=Nc1ccc(C)cc1,-4,-6
COc1ccc(C=C2Oc3c(ccc(OCC(C)=O)c3C)C2=O)cc1,11,-8
CCCCn1c(SC/C=C(\C)Cl)nc2c1c(=O)[nH]c(=O)n2C,2,-6

# (further entries)
SMILES,mHTT CaM bind,Pf apPOL inh
CC(C)(C)OC(=O)N1CCC(C(=O)Nc2cccc(C(=O)NCCCc3ccccc3)c2)CC1,28,-4
NC(=O)c1cc2ccc(O)cc2oc1=NCc1ccccc1,2,-3
CC(C)CC(=O)Nc1nnc(CC(C)(C)C)s1,1,/
CCC(=O)NCc1nc2c(n1C)CN(S(=O)(=O)c1ccccc1)CC2,1,-8
COc1ccc(S(=O)(=O)NCC2(O)CCOCC2)cc1OC,-15,-4
CC(=O)Nc1nc2c(s1)CN(S(=O)(=O)c1ccc(Br)s1)CC2,8,-12
O=C(O)COCC12CC3CC(CC(C3)C1)C2,-5,/
Cc1cc(NC(=O)c2ccncc2)nn1-c1cccc(Cl)c1,32,-3
Cc1cc(C)n2nc(SCC(=O)NC3CCCCCCC3)nc2n1,43,-7
COc1ccc(CN2CC(C(=O)N3CCNc4ccccc4C3)CC2=O)cc1 (stereo not drawn),-6,-7
CCN1CCC(N2CCN(c3ccccc3)CC2)CC1,4,2
COCc1cc(C)nc(SCc2ccc(Cl)cc2Cl)c1C#N,-25,8
CCOC(CNC(=O)Cn1cnc2sc3c(c2c1=O)CCCC3)OCC,4,-6
CC(=O)NCc1csc(C2CCCN(C(=O)COc3ccc(F)cc3)C2)n1 (stereo not drawn),-11,-5
c1csc(-c2nc3sc(-c4cccs4)nc3s2)c1,-16&-23,1
Cc1ccc(SCCNC(=O)C(CO)(CO)CO)cc1,-7,-4
O=C(Oc1ccc2c(=O)c(-c3ccc4c(c3)OCCO4)coc2c1)c1ccc2c(c1)OCO2,-1,-2
Cc1ccc(OCC(=O)N2CCOCC2)c(Br)c1,-2,-3
Cc1cc(C)c(C#N)c(SCC(=O)Nc2ccccc2F)n1,-2,0
COc1ccc(-c2nc3s/c(=C\c4cc(OC)c(OC)c(OC)c4)c(=O)n3n2)cc1,-2,3
CC(=O)COc1ccc2c(c1)OC(=Cc1cc(Br)cc3c1OCOC3)C2=O,2,6
NC(=O)c1c(NC(=O)C(F)(F)F)sc2c1CCCC2,-3,-5
CCc1ccc(CNC(=O)c2cc3n(n2)CCCN(Cc2ccccc2)C3=O)cc1,-3,-3
COc1ccc(C2=CC(c3ccc(F)c(Br)c3)n3ncnc3N2)cc1 (stereo not drawn),0,-14
O=[N+]([O-])c1cccc(C=Nc2ccc(O)c(-c3nc4ccccc4[nH]3)c2)c1O,68*,0

# The list continues:
SMILES,mHTT CaM bind,Pf apPOL inh
CCCC(=O)N(C)c1nnc(C23CC4CC(CC(C4)C2)C3)s1,-7,-5
Cc1ccc(N2C(=O)CC(Sc3nnc(N)s3)C2=O)cc1 (stereo not drawn),4,-8
CC(C)(C)c1ccc(-c2nc(-c3ccccn3)no2)cc1,-5,-2
CC(C)n1c(-c2ccccc2)nc2ccccc21,-10,-4
CN(Cc1ccccc1)S(=O)(=O)c1ccc2c(c1)CCN2C(=O)C1CCC1,-8,-3
O=C1CCCC(=O)N1c1ccc(N2CCC(O)(c3cccc(C(F)(F)F)c3)CC2)c([N+](=O)[O-])c1,93*,-21
CN1CCN(CCCNC(=O)C2CCCN(c3nccc4sccc34)C2)CC1 (stereo not drawn),13,-5
CCCCNC(=O)C1CCCN(c2nc3c(s2)c(C)nn3-c2ccc(Cl)cc2)C1 (stereo not drawn),6,-6
CC(=O)NCC(=O)N1CCCn2cc(-c3ccccc3F)nc21,2,-2
CC(Cl)C(=O)N1CCCN(c2nc3ccccc3nc2-c2ccccc2)CC1 (stereo not drawn),-47,0
COc1cccc(OCC(O)Cn2nc(C)c(Br)c2C)c1 (stereo not drawn),2&-1,2&3
COc1ccc(OC)c(N2Cc3ccc(OC)c(OC)c3C2=O)c1,10&0,-7&-12
CCOCCCNC(=O)CSc1nc2nc(C)c(Cc3ccccc3C)c(C)n2n1,8,-3
Cc1c(C)c(C)c(C(=O)Nc2cc(C(N)=O)c(Cl)cc2Cl)c(C)c1C,4,-3
CCC(Sc1nnc2c3ccccc3n(CC)c2n1)C(=O)Nc1ccc([N+](=O)[O-])cc1 (stereo not drawn),9,2
CCN(CC)S(=O)(=O)c1ccc(Sc2ccc(Br)cc2)c(C(=O)O)c1,20,0
COc1cc(O)c(C(CCN2CCN(c3ccccc3)CC2)c2ccc3c(c2)OCO3)c(OC)c1 (stereo not drawn),82*,-2
COc1ccc(C(=O)Nc2cccc(NC(=O)c3cccs3)c2)cc1,4,-6
O=C(O)c1cccc(N2C(=O)CSC2c2c(F)cccc2Cl)c1 (stereo not drawn),2,0
CCCn1ncc(N2CCC(C(=O)Nc3ccccc3)CC2)cc1=O,-1,-1
Cc1nn(-c2ccccc2)c2nc(OCC(=O)c3ccc(Br)cc3)c(C#N)c(-c3cccnc3)c12,/,-12
CC(C)OCCCN1C(=O)c2ccccc2C1C(=O)NC1CCCCC1 (stereo not drawn),2,-27
Cc1ccc(C2CCC3(CCC(=O)N3CCOC(=O)Nc3ccc(Br)cc3)CC2)cc1 (stereo not drawn),-10,-7
CN(C)c1ncccc1C(=O)NC1CCCCC1,2,-4
Cn1c(N2CCCC(C(=O)NCc3ccc4c(c3)OCO4)C2)cc(=O)n(C)c1=O (stereo not drawn),-12,-4

# Continuation:
SMILES,mHTT CaM bind,Pf apPOL inh
COc1cc(/C=C2/NC(=O)NC2=O)c(Br)c(Br)c1O,29,-4
COc1cc(NS(=O)(=O)c2ccc3[nH]c(=O)sc3c2)cc(OC)c1,5,5
O=C(Nc1ccc(Cl)cc1)c1cc(S(=O)(=O)NCC2CCCO2)ccc1F (stereo not drawn),3,36
O=C(CC1Sc2ccccc2NC1=O)Nc1ccccc1 (stereo not drawn),1,-2
CS(=O)(=O)NCCSCc1c(F)cccc1Cl,-4,1
CCN(Cc1nonc1C)C(=O)c1ccnn1C(F)F,-1,/
COc1ccccc1N1CCN(CCNC(=O)C2CC2)CC1,-8,-7
COc1ccc(C2(CNC(=O)Cc3ccccc3)CCCC2)cc1OC,4,0
N#CC1=CN(c2ccc(F)cc2Br)c2ccccc2S1(=O)=O,-1,0
Cc1nc(C)c(-c2nnc(NC(=O)c3ccno3)o2)s1,-5,-4
COc1ccc(CC(=O)N2CC(c3nc(C)no3)C3(CCOCC3)C2)cc1 (stereo not drawn),-4,-3
O=C(CN1C(=O)C2CCCN2C(=O)c2cc(F)ccc21)Nc1cccc(F)c1 (stereo not drawn),-5,-7
CC(C)C1=NN2C(=N)/C(=C/c3ccc(-c4cccc(C(=O)O)c4)o3)C(=O)N=C2S1,6,-4
COc1ccc(OC)c(N2CCN(C(=O)c3ccccc3F)C(C)C2=O)c1 (stereo not drawn),-6,2

# An unsorted share of the library; about 3.7% have a hit in one of these screens.
